# Nrf2 block: Nrf2 pathway inhibition; Potency, µM (doses to about 46 µM), for inactives: at the top dose activity change, negative = inhibition, actives largely listed as inhibitors; AID 504444; A549 ARE-Fluc reporter, luciferase luminescence, 18-24 h; hit rate 2.1% among 360,000; note: potency is the fitted concentration of half-maximal effect; % is set by controls: 0 for no effect and ±100 for the full control effect; nearly all actives have a fitted effect of over 60% in size
#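 Nrf2 function is reported as luminescence of an ARE-controlled luciferase in A549 cells. Compounds were tested at several concentrations, and a CellTiter-Fluor read on the same wells flagged cytotoxicity.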
# HepG2 tox: HepG2 cytotoxicity, counter-screen for TGF-b inhibitors. hit rate 0.76% among 410,000. AID 588856. Potency, µM (series often up to 46.1 µM), for inactives: top-dose activity change, negative = cytotoxicity, actives largely listed as cytotoxic. HepG2 CAGA-GFP viability, ATP luminescence, 18 h; note: potency is the fitted concentration of half-maximal effect; some results filed as inactive show a strong effect at the top dose
#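 HepG2 CAGA-GFP cells (1000/well, DMEM with 1% FBS) received compound, then TGF-beta at 500 pg/mL final, and were incubated 18 hours at 37 degrees C. Viability was read by CellTiter-Glo luminescence. Media-only wells were set as complete cell-killing and DMSO as no toxicity.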
# CCT chaperon mod: changes cytosolic chaperonin activity; purified chaperonin ATPase assay, HTRF ADP detection, 30 min; activity change, % (concentration not given with the values), hits read low; hit rate 0.3% among 360,000; in the data active = activity change below about -30%; note: % is set by controls: 0 for no effect and ±100 for the full control effect
#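 We incubate TRiC, 40 or 20 nM final, with library compounds at 76 uM and 10 uM ATP for 30 min at 37 °C. ADP formed is detected with Transcreener HTRF reagents after 30 min at room temperature.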
# ATXN viability: reduces viability in counter-screen for ATXN expression inhibitors. S2 cells (HEK-293 line with an ATXN2-luciferase reporter) viability, CellTiter-Fluor protease fluorescence, 24 h. Potency, µM (top dose mostly 56.7 µM), most hits filed as cytotoxic. hit rate 0.49% among 400,000. AID 651635; note: potency is the fitted concentration of half-maximal effect; nearly all actives have a fitted effect of over 40% in size
# Nrf2 activator: Nrf2 pathway activation. AREc32 ARE-luciferase reporter (MCF7-derived line), luminescence, 24 h. Potency, µM (titrated, usually from 46.1 µM), without a hit: at the top dose activation, usual class: activators. hit rate 0.31% among 410,000; note: potency is the fitted concentration of half-maximal effect; % of control where 0% means no effect; nearly all actives have a fitted effect of over 65% in size
#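 Luminescent ARE reporter assay in AREc32_Fluc cells: overnight plating at 37 deg C, 24 hr compound incubation, Steady-Glo added, 30 min RT before reading.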
# MmCpn inh: inhibitors of Methanococcus maripaludis chaperonin (MmCpn). purified Mm-Cpn ATPase, ADP Transcreener TR-FRET. Potency, µM (top dose mostly 76.9 µM), without a hit: at the top dose activity, negative = inhibition, usual class: inhibitors. hit rate 0.031% among 330,000; note: potency is the fitted concentration of half-maximal effect; % is set by controls: 0 for no effect and ±100 for the full control effect; nearly all actives have a fitted effect of over 80% in size
#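 Reaction buffer contained 30 mM Tris pH 7.4, 100 mM KCl, 5 mM MgCl2 and 1 mM DTT. Mm-CPN (25 nM final) hydrolysed 10 uM ATP over 30 min at 37°C; ADP was read by HTRF.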
# TGFb SMAD3 inh: TGF-b pathway inhibition; Potency, µM (titrated, usually from 46.1 µM), inactives show top-dose activity, negative = inhibition, most hits filed as inhibitors; HepG2 CAGA-GFP TGF-b/SMAD3 reporter, GFP fluorescence, 18 h; TGF-beta stimulated, 500 pg/mL final; hit rate 1.2% among 410,000; note: potency is the fitted concentration of half-maximal effect; % is set by controls: 0 for no effect and ±100 for the full control effect; nearly all actives have a fitted effect of over 65% in size
#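 Read-out: total well GFP (ex488/em500-530) summed from mean per-cell fluorescence. Cells: HEPG2 CAGA-GFP, 1% FBS DMEM, 18 h at 37 degrees C with 500 pg/mL final TGF-beta. Unstimulated wells served as the full-inhibition control; stimulated DMSO wells = 0%.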
# A549 viability: counter-screen for Nrf2 inhibitors: cytotoxicity in A549 cells. A549 ARE-Fluc cells, CellTiter-Fluor viability, 18-24 h. Potency, µM (series often up to 46 µM), for inactives: at the highest dose activity change, negative = cytotoxicity, actives largely listed as inhibitors. hit rate 0.16% among 390,000. AID 504648; note: potency is the fitted concentration of half-maximal effect; % is set by controls: 0 for no effect and ±100 for the full control effect
#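 Cytotoxicity counterscreen: CellTiter-Fluor fluorescence was measured in A549 ARE_Fluc cells after 18-24 h of compound exposure in a concentration series. The subsequent BugLite luminescent read reports ARE-luciferase activity.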
# pAkt inh: blocks phosphorylation of Akt; activity change, % for hits at 50 µM; AID 651550; Neuro2A IGF-stimulated pAkt S473 HTRF, 20 min; hits give low values; hit rate 0.32% among 360,000; in the data active = activity change below about -80%; inconclusive = mostly about -51% to -80%; note: % is set by controls: 0 for no effect and ±100 for the full control effect
#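 Single-point screen (50 µM final compound) in Neuro2A cells stimulated 20 min with 6 nM IGF at 37 deg C. After lysis, Ser473-phosphorylated Akt read by HTRF (ex 330 nm, em 615/665 nm) as the 665/615 ratio.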
# Active calls of the source: *; i = inactive; ? = inconclusive; · = no result given; [ ] = another dose, or the depositor's remark. Unless noted, calls come from the whole dose curve; as a rule, active = well fitted curve in the direction sought with a large enough effect; inconclusive = small, poorly fitted or top-dose-only effect, or another doubt; inactive = no such curve, though single readings can be large; an effect the other way counts as inactive or inconclusive.
# Preview (4 entries):
# Every second line gives: Nrf2 block | HepG2 tox | CCT chaperon mod | ATXN viability | Nrf2 activator | MmCpn inh | TGFb SMAD3 inh | A549 viability | pAkt inh
O=S(=O)(c1ccc(NC(=S)N2CCOCC2)cc1)N1CCCCC1
    · | -6% | 2.9 | i | -0.5% | · | 8% | · | i
Cc1nnc(NC(=O)c2cc3n(n2)C(C(F)(F)F)CC(C2CC2)N3)s1 (stereo unspecified)
    6% | 12% | 0.1 | i | 0.6% | 0% | -2% | -9% | i
Cc1ccc(OCC(=O)N/N=C\c2ccncc2)c(C)c1
    -8% | -18% | -5.6 | i | 2.0% | -3% | -4% | 13% | i
O=C(Nc1ccc2ncccc2c1)c1ccccc1Br
    ? | 5% | 1.1 | i | 13% | -1% | 29% | -2% | i

# Results (from the top)
# Every second line gives: Nrf2 block | HepG2 tox | CCT chaperon mod | ATXN viability | Nrf2 activator | MmCpn inh | TGFb SMAD3 inh | A549 viability | pAkt inh
O=S(=O)(c1ccc(NC(=S)N2CCOCC2)cc1)N1CCCCC1
    · | -6% | 2.9 | i | -0.5% | · | 8% | · | i
Cc1nnc(NC(=O)c2cc3n(n2)C(C(F)(F)F)CC(C2CC2)N3)s1 (stereo unspecified)
    6% | 12% | 0.1 | i | 0.6% | 0% | -2% | -9% | i
Cc1ccc(OCC(=O)N/N=C\c2ccncc2)c(C)c1
    -8% | -18% | -5.6 | i | 2.0% | -3% | -4% | 13% | i
O=C(Nc1ccc2ncccc2c1)c1ccccc1Br
    ? | 5% | 1.1 | i | 13% | -1% | 29% | -2% | i
O=C(Nc1ccncc1)Nc1ccccn1
    -2% | -40% | 0.3 | ? | 7.7% | 0% | ? | 6% | i
CN(C(=O)c1ccc(NC(=O)Cc2ccc(NC(=O)C3CCCN(C(=O)C4CC4)C3)cc2)cc1)C1CCCC1 (stereo unspecified)
    -14% | 3% | -0.4 | i | -0.6% | · | 14% | -5% | i
CCOC(=O)N1CCC(NC(=O)CSCc2nc(-c3ccc(OC)cc3)oc2C)CC1
    -25% | -10% | -2.7 | ? | -0.2% | -1% | -20% | 0% | i
Cc1c(NS(=O)(=O)c2ccc3c(c2)c(=O)n(C)c(=O)n3C)c(=O)n(-c2ccccc2)n1C
    3% | -24% | -0.9 | i | -0.1% | 2% | -9% | 0% | i
CCCOc1ccc(-c2nc(N3CCC(C)CC3)c3ccccc3n2)cc1
    5% | -3% | · | i | -0.5% | · | 14% | 7% | ·
COc1ccc(C(C)=O)cc1CC(=O)Nc1ccccc1-c1ccccc1
    -4% | -1% | -4.6 | i | 0.4% | 0% | 5% | 1% | i
COc1ccc(C2=CSC3=C(C(=O)c4cccc(S(=O)(=O)N(C)C)c4)CCN23)cc1
    -23% | -4% | -1.0 | ? | 2.4% | 2% | 23% | -3% | i
COc1cccc(S(=O)(=O)Nc2ccc(C(=O)N3CCOCC3)cc2)c1
    · | 4% | 0.1 | i | -0.2% | 0% | ? | 0% | ·
CN(CC(=O)Nc1ccccc1Cl)C(=O)CSc1nncn1C
    -9% | -3% | -0.7 | i | 0.3% | 0% | -1% | -3% | i
COc1cc(-c2cc(NC(C)=O)c3ncc(-c4ccc(C(C)=O)cc4)n3c2)cc(OC)c1OC
    · | 3% | -1.1 | i | 8.4% | · | ? | · | i
CC1CCCN(C(=O)c2ccc3c(c2)C(=O)N(CCC2=CCCCC2)C3=O)C1 (stereo unspecified)
    -3% | -48% | 0.3 | i | -0.1% | -8% | ? | -7% | i
COc1cccc(N/C(SCc2ccccc2F)=C(/C#N)C(=O)NCc2cccs2)c1
    10% | 16% | 1.0 | i | 0.5% | 0% | 9% | 1% | i
Cc1cc(NC(=O)CSc2nnc(C(C)N(C)C)n2Cc2ccccc2)no1 (stereo unspecified)
    -9% | -10% | -3.4 | i | -0.3% | 0% | 16% | -1% | i
CCCc1ccc(C(O)c2ncc(-c3ccc(OC)cc3)[nH]2)cc1 (stereo unspecified)
    · | -8% | 0.2 | i | 0.0%[9.22 µM] | · | 2% | · | i
O=C(Nc1cccc(S(=O)(=O)NC2=NCCC2)c1)c1ccc(OC(F)F)cc1
    ? | -5% | -1.2 | i | 0.1% | 0% | -3% | -2% | i
Cc1ccc(OCc2nnc(SCC(=O)Nc3cc(C)on3)n2C)cc1
    2% | -7% | -1.7 | i | -0.1% | 1% | -2% | 1% | i
O=C(Nc1ccc2oc(-c3cccnc3)nc2c1)c1cccc(Br)c1
    -22% | 5% | · | i | -0.3% | · | 2% | 1% | ·
Cc1nc(C)c(C(=O)NNC(=O)Nc2ccc(Cl)cc2)s1
    2% | -26% | -0.6 | i | 0.4% | 1% | -19% | 2% | i
Nn1c(Cc2ccccc2F)nnc1SCn1nnc2ccccc2c1=O
    ? | 7% | -1.9 | ? | -0.1% | -2% | 2% | 0% | i
CCc1ccc(/C=C2/C(=O)N(C)C(=S)N2CC(=O)OC)s1
    6% | -6% | 0.6 | i | -0.3% | 0% | -1% | -7% | i
CCc1ccccc1NC(=O)c1sc2nc3n(c(=O)c2c1C)CCC3
    10% | 0% | · | · | 0.8% | · | -4% | 21% | ·
O=C(Nc1ccc(S(=O)(=O)N2CCOCC2)cc1)c1cc([N+](=O)[O-])ccc1Cl
    ? | 2% | 4.9 | i | ? | 1% | 22% | 4% | i
O=C(CCN1C(=O)c2cccc3cccc(c23)C1=O)Nc1ccon1
    7% | -8% | 0.6 | i | ? | -17% | -5% | 9% | i
Cc1cc(C)nc(SCCN2CCOCC2)n1
    4% | -9% | -1.0 | i | 0.0% | 1% | 3% | -4% | i
Cc1ccc(CNC(=O)Cn2cc(C(=O)c3ccc(F)cc3)c(=O)c3ccc(C)nc32)cc1
    17% | -19% | · | i | -0.1% | · | -22% | 3% | ·
COc1ccc(CNC(=O)C(=O)NCCCn2ccnc2)cc1
    -14% | -1% | -2.7 | i | -3.0% | 4% | 15% | 1% | i
O=[N+]([O-])c1cccnc1N1CCC(c2cc(-c3ccc(Cl)cc3)n[nH]2)CC1
    ? | 36% | -6.3 | ? | 5.7% | 4% | ? | ? | i
Cn1c(=O)c2c(nc(Oc3ccccc3)n2C)n(C)c1=O
    -25% | 11% | 1.5 | i | -1.0% | ? | ? | -3% | i
O=C(NCC(=O)N1CCCCCC1)c1ccc(Br)cc1
    25% | -4% | 2.0 | i | -0.4% | 1% | -4% | -3% | i
Cc1nn2c(N)c(-c3ccccc3)cnc2c1-c1ccccc1
    1% | 9% | -3.9 | i | 2.8% | 0% | 8% | -4% | i
CCOc1ccccc1NC(=O)c1c(NCc2sccc2C)sc2c1CCCCC2
    · | -35% | · | ? | ? | · | ? | -3% | ·
CC1CC1C(=O)OCC(=O)c1c(N)n(C)c(=O)n(C)c1=O (stereo unspecified)
    -2% | -15% | -1.3 | · | -0.4% | 4% | -1% | -2% | i
COc1ccc(NC(=O)N2CCN(S(C)(=O)=O)CC2)c(OC)c1
    3% | 9% | -3.5 | ? | -0.7% | -5% | -11% | 0% | i
CCNC(=S)N1CCC(C(=O)c2ccc(F)cc2)CC1
    · | -25% | -1.4 | i | 0.2% | · | -6% | · | i
COc1cc(CCC(=O)Nc2cccc(S(=O)(=O)N(C)C)c2)cc(OC)c1OC
    -19% | -9% | 0.3 | i | -0.1% | 2% | -6% | 1% | i
O=C(CSc1ncc(-c2ccc(F)cc2)[nH]1)NCc1ccco1
    1% | -23% | 2.9 | i | 4.0% | 1% | -2% | -2% | i
Cc1nc2c3ccccc3nc(NNC(=O)CCC(=O)N3CCCC(C)C3)n2n1 (stereo unspecified)
    8% | 4% | 0.0 | i | -0.1% | 1% | 5% | 3% | i
C/C(=N/NC(=O)OC(C)(C)C)c1ccco1
    ? | -3% | -2.8 | i | 0.8% | -1% | -3% | -7% | i
O=C(NCCS(=O)(=O)N1CCN(c2cccc(Cl)c2)CC1)C(c1ccccc1)c1ccccc1
    · | -19% | · | · | 3.2% | · | -3% | -1% | ·
COc1ccc(-c2sc3ccccc3c2-c2ccc(OC)cc2F)cc1
    · | · | 1.3 | i | 0.5% | · | · | · | i
Cc1ccc(C(=O)c2ccccc2C(=O)OCC(=O)N2CCCC2)cc1
    ? | -1% | -2.1 | i | 7.8% | -1% | -2% | 2% | i
O=C(NNC(=S)Nc1ccc(Cl)cc1Cl)c1cccnc1
    4% | -6% | 1.0 | i | 0.6% | -2% | -1% | 1% | i
Cc1cccc(NC(=O)Cc2csc(COc3cccc(C)c3)n2)c1
    -2% | -38% | · | i | 4.1% | · | -24% | -2% | ·
CCc1nnc(NC(=O)C2CCCN2S(=O)(=O)c2ccc(C)cc2)s1 (stereo unspecified)
    0% | -20% | -2.7 | i | 3.2% | 3% | -12% | 1% | i
O=C(CNC(=O)c1cccs1)N/N=C/c1cccc(Br)c1
    -2% | -33% | -1.0 | i | -0.4% | 0% | -10% | 5% | i
CCOC(=O)N1CCC(N2CCN(S(=O)(=O)c3ccc(Cl)cc3)CC2)CC1
    1% | -9% | -3.2 | i | -0.4% | 0% | -2% | -13% | i
Cc1cccc(NC(=O)C2c3ccccc3C(=O)N3CCc4ccccc4C23)n1 (stereo unspecified)
    · | 0% | -4.4 | i | 4.2% | 0% | -9% | -1% | i
COc1ccc(CN2CCN(C(C)C)C(CCO)C2)cc1Cn1cccn1 (stereo unspecified)
    -2% | -7% | 1.8 | i | 2.3% | -2% | 10% | 7% | i

# Compound activity (PubChem BioAssay)
